hIAP inh: blocks human intestinal alkaline phosphatase; P09923; purified IAP, CDP-Star luminescence, 30 min; inhibition, % at 10 µM; hit rate 0.12% among 330,000;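 active means inhibition reaching a set limit with compound at 10 µM in the primary screen, cut at about 35% in these data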;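 further: plate controls were DMSO wells with enzyme for no effect and no-enzyme buffer wells for full effect; values of inactives mirror those of a sister screen read the other way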
Target sequence (P09923 whole entry, looked up): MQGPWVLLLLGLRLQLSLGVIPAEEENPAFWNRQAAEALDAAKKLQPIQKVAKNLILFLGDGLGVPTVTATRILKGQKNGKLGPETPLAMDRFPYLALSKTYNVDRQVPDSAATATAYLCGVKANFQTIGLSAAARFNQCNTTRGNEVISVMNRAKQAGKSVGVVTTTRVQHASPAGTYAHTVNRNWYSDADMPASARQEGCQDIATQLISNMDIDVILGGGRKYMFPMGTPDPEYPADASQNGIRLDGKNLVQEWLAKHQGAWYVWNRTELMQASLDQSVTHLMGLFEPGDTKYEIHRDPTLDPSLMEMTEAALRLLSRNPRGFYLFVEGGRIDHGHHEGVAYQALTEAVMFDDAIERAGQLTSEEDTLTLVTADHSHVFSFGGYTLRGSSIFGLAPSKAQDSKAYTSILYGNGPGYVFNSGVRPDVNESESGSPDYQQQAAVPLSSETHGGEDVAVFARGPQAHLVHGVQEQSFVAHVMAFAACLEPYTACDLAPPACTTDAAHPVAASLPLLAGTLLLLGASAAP
MPTP inh: permeability transition pore inhibition. inhibition, % at 10 µM. isolated mouse mitochondria, Ca2+ swelling absorbance, 30 min. hit rate 1.4% among 360,000;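 active means inhibition of 50% or more, scaled per plate between neutral and stimulator controls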;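 further: 0% = DMSO wells given calcium and 100% = 1 mM EGTA wells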
ATG4B inh: ATG4B (human) cysteine protease inhibition. hit rate 0.51% among 340,000. ATG4B cleavage of LC3-PLA2, NBD-HPC fluorescence, 1 h. inhibition, % at 8.33 µM; in the data active means inhibition above about 40%
hIAP act: human IAP activation; hit rate 0.16% among 330,000; purified human IAP, CDP-Star luminescence, 30 min; active compounds read high; 1 = vehicle-only enzyme, 0 = enzyme-free background; P09923; activation factor at 10 µM;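 active means activation factor of the enzyme at least 2-fold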; further: the source names both 10 and 20 µM as test concentration; values of inactives mirror those of a sister screen read the other way
MIN6 prolif: induces beta-cell replication in MIN6 cells; MIN6 cells proliferation, ATPlite luminescence, 48 h; cells starved in 0.2% serum; 100% = growth in 10% serum; proliferation, % at 10 µM; hit rate 0.29% among 330,000; AID 2380;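 active means compounds whose signal lies at least 3.5 SD above the mean of all wells on their plate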;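 further: 0% = DMSO-treated cells in low-serum medium and 100% = 10% serum control; some compounds called inactive have numbers as strong as hits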
mIAP activ: mouse IAP activation; muIAP, CDP-Star luminescence, 30 min; active compounds read high; 1 = vehicle-only enzyme signal, 0 = enzyme-free wells; activation factor at 10 µM; hit rate 0.24% among 330,000;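 active means activation factor of at least 2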; further: the source names both 10 and 20 µM as test concentration; values of inactives mirror those of a sister screen read the other way
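also added = chemiluminescent substrate CDP-Star | test system = mouse IAP enzyme | signal = chemiluminescence readout | compound = DMSO-dissolved test compounds | incubation = 30 min at room temperature | benchmarks = DMSO wells, no-enzyme wells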
A3A deaminase: inhibitors of human APOBEC3A DNA deaminase | inhibition, % at 20 µM | hit rate 0.41% among 330,000 | AID 493011 | recombinant A3A, FAM/TAMRA ssDNA deamination fluorescence;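 active means at least 40% inhibition at 20 µM here, with at most 30% in a related deaminase screen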;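 further: plate controls were A3A with DMSO for no effect and wells lacking A3A enzyme for full effect; some results filed as inactive read as strong as hits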
Target sequence (P31941 whole entry, looked up): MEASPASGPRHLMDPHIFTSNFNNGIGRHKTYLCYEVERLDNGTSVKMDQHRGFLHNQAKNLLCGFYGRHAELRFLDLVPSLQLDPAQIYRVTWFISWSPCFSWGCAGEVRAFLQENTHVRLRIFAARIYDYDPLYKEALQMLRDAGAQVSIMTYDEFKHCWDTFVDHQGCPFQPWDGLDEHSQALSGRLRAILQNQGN
A3G deaminase: inhibitors of human APOBEC3G DNA deaminase; Q9HC16; recombinant A3G, ssDNA deamination FAM/TAMRA fluorescence; inhibition, % at 20 µM; hit rate 0.28% among 330,000;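 active means inhibition of at least 40% at 20 µM, with no more than 30% in the related APOBEC3A deaminase screen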;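 further: plate controls were DMSO wells with A3G for no effect and wells lacking A3G enzyme for full effect; some compounds called inactive have numbers as strong as hits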
mIAP block: blocks mouse intestinal alkaline phosphatase; purified mouse IAP, CDP-Star luminescence, 30 min; inhibition, % at 10 µM; hit rate 0.2% among 330,000; AID 2806;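 active means inhibition of at least 40% at 10 µM in the primary screen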;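 further: plate controls were DMSO with enzyme for no effect and no enzyme wells for full effect; values of inactives mirror those of a sister screen read the other way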
An asterisk follows results filed as active; nt = not tested or not shown.

SMILES	hIAP inh	MPTP inh	ATG4B inh	hIAP act	MIN6 prolif	mIAP activ	A3A deaminase	A3G deaminase	mIAP block
CCOC(=O)C1CCN(CC(O)COCc2ccccc2)CC1 (stereo not given)	-14	-0.6	-3	1.1	-2	0.99	-5	27	1
O=C(Nc1cccc(C(F)(F)F)c1)C(Sc1cccc[n+]1[O-])c1ccccc1 (stereo not given)	16	-0.6	3	0.84	0	1	2	-1	-4
O=C(NC1CCN(Cc2ccccc2)CC1)C1CCN(c2nnc(-n3cccc3)s2)CC1	19	-1.1	-9	0.81	1	0.95	-4	-6	4
O=C1CN(C(=O)COc2ccccc2)CCN1	3	-1.7	-8	0.97	-3	0.94	0	-1	6
O=C(COC(=O)Cc1ccc(Cl)cc1Cl)NCCC1=CCCCC1	1	3.4	-3	0.99	-3	0.98	-3	-3	2
Cc1noc(C)c1S(=O)(=O)Nc1ccc2c(c1)CC(=O)N([C@H](C)CO)C[C@H](C)[C@H](CN(C)S(=O)(=O)c1ccc(F)cc1)O2	13	0.3	-13	0.87	0	1	-5	-9	-2
Cc1cc(C(=O)COC(=O)/C=C/c2ccco2)c(C)n1C	-15	0.9	-7	1.2	-2	0.97	1	1	3
COc1ccc(N(CC(=O)NC2CCCCC2)S(=O)(=O)c2cccs2)cc1	2	-2.2	-47	0.98	-2	0.97	-1	-5	3
COc1cc(NC(=O)C2CCCO2)c(C(=O)O)cc1OC (stereo not given)	-37	0.6	4	1.4	-2	0.93	-8	-5	7
O=C(Cc1c(F)cccc1Cl)Nc1ccc(-n2cnnn2)cc1	-23	6.5	3	1.2	-1	1	33	-1	-4
C=CCN(CC=C)C(=O)CCc1nnc(CCc2c[nH]c3ccccc23)o1	4	-1.4	-3	0.96	-3	0.99	-1	-8	1
COc1ccc(NC(=O)COC(=O)Cc2cccs2)cc1OC	-4	-2.3	0	1	0	0.99	-3	-7	1
O=C(CSc1nnc(COc2ccc(Cl)cc2)o1)Nc1ccc(N2CCOCC2)cc1	-9	-1.2	4	1.1	-2	0.99	-3	-9	1
CCOc1ccccc1CNCCO	2	-0.9	-1	0.97	-3	1	0	-4	-2
CSCCC(NC(=O)c1ccccc1Cl)C(=O)NNC(=O)c1ccccc1O (stereo not given)	-55	0.4	0	1.5	-1	0.71	-5	-11	29
CCn1nnc(-c2ccccc2NC(=O)c2cc(OC)cc(OC)c2)n1	20	2.0	-28	0.81	2	0.88	-1	-5	12
Cc1[nH]c2ccccc2c1C(O)CN1CCN(c2cccc(C(F)(F)F)c2)CC1 (stereo not given)	1	8.5	-5	0.99	-5	1.1	1	-1	-5
CCN(Cc1ccccc1)S(=O)(=O)CCNC(=O)c1ccc(OC)cc1	-7	-1.5	7	1.1	-3	0.93	-5	-1	7
CCN1C(=O)[C@@H]2[C@H](C1=O)[C@@H]1C(=O)Nc3ccccc3C(=O)N1[C@@H]2c1cccc(C)c1	0	-0.1	-5	1	-1	0.99	2	3	1
O=C(CSc1nc2ccccc2c(=O)[nH]1)Nc1ccccc1N1CCOCC1	10	0.0	-3	0.9	-4	0.91	-1	-3	9
CC/C(=N/NC(=O)c1ccc2c(c1)OCO2)c1ccccc1O	-42	8.9	0	1.4	-6	0.9	0	-4	10
Fc1cc(F)c(F)c(SCCc2ccncc2)c1F	12	-0.4	-1	0.88	0	0.95	1	-3	5
Cn1c(=O)c2c(ncn2CC(=O)OCc2ccccc2)n(C)c1=O	-6	1.8	-3	1.1	-1	1	-5	-7	0
O=C(c1cc(-c2ccccc2O)on1)N1CCCC1	9	0.2	-4	0.91	-3	1	-3	-1	-1
CCC(=O)N1CCN(c2cc(NCC3CCCO3)c(F)cc2[N+](=O)[O-])CC1 (stereo not given)	-8	-1.0	-5	1.1	-1	0.9	0	-6	10
CC(NC(=O)Cn1nc(C(F)(F)F)c2c1CCC2)c1ccccc1 (stereo not given)	3	-7.2	17	0.97	1	1	-1	0	-4
Cc1onc(-c2ccccc2)c1C(=O)NCc1ccccn1	-13	-1.6	8	1.1	1	0.96	0	-1	4
CNC(=O)c1cccc(N2CCCC2=O)c1	-4	-1.2	-13	1	-1	1	-5	-8	-2
CCN1CCN(Cc2ccc(NC(=O)Nc3ccccc3)cc2)CC1	15	0.7	-4	0.85	-7	1.1	-1	-8	-14
COCCNC(=O)c1cccc(OC2CCN(Cc3ccccc3OC(F)F)CC2)c1	-16	-1.5	0	1.2	-1	1	-3	-7	-5

Single entries from the list.
A3G deaminase with CCC(=O)N1CCN(c2cc(NCC3CCCO3)c(F)cc2[N+](=O)[O-])CC1 (stereo not given) stands at -6
MPTP inh with Cc1[nH]c2ccccc2c1C(O)CN1CCN(c2cccc(C(F)(F)F)c2)CC1 (stereo not given) stands at 8.5

Carrying on.
SMILES	hIAP inh	MPTP inh	ATG4B inh	hIAP act	MIN6 prolif	mIAP activ	A3A deaminase	A3G deaminase	mIAP block
N#CC(=C=[N-])c1nc2ccccc2nc1-[n+]1cccc(NC(=O)c2ccc(F)cc2)c1	24	nt	nt	0.76	-2	0.92	3	0	8
CCOC(=O)C1=C(C)N(c2ccc(Cl)cc2)C(=O)NC1c1cccc([N+](=O)[O-])c1 (stereo not given)	7	3.6	2	0.93	-1	0.9	0	-3	10
CC(=O)c1cccc(NC(=O)N2CCCC2C(=O)NCCc2ccccc2)c1 (stereo not given)	5	-0.2	-6	0.95	0	1	-1	2	-3
COc1ccc(CCNS(=O)(=O)c2ccccc2)cc1OC	5	-0.1	0	0.95	-2	0.93	-2	-3	7
Cn1c(=O)c2c(ncn2CC(=O)NCc2cccnc2)n(C)c1=O	-1	-1.9	8	1	0	0.94	-17	-7	6
O=C(/C=C/c1ccco1)Nc1ccc(N2CCCC2)cc1	16	0.3	18	0.84	0	1	0	-3	-1
Cc1cc(C)cc(NC(=S)NC(=O)C2CC2)c1	-5	-0.9	2	1.1	-4	0.97	-4	-6	3
CC(C)C(OC(=O)c1ccco1)C(=O)NCc1ccco1 (stereo not given)	1	-0.2	-6	0.99	1	1	6	1	-1
CCOc1ccc(S(=O)(=O)Nc2ccc(Cl)cn2)c(C)c1C	11	29	-13	0.89	-4	1	2	-2	-1
CCCCCCOC(=O)NCC(O)c1ccccc1 (stereo not given)	-14	2.1	-1	1.1	-1	0.98	-2	-4	2
CCC(C)N=CC1=C(O)C(C(=O)OC)C(C)(C)CC1=O (stereo not given)	-1	0.4	5	1	-2	0.88	-1	-7	12
COc1ccccc1N1CCN(C(c2cccs2)C(C)NC(=O)c2cccnc2)CC1 (stereo not given)	8	0.3	-23	0.92	-2	1.1	-5	-8	-10
COc1ccc(CC(=O)NNC(=O)c2cc(Cl)ccc2OC)cc1	-33	-0.5	3	1.3	1	0.97	-2	-12	3
C/C(=N\NC(=O)C(N)=O)c1cccc(C(F)(F)F)c1	9	-1.9	1	0.91	0	0.93	0	-6	7
CCCCC(=O)NC(Nc1nc(C2CC2)cs1)(C(=O)OCC)C(F)(F)F (stereo not given)	16	-1.8	-15	0.84	-2	0.95	0	-2	5
CC(C)(C)N1CC(C(=O)O)CC1=O (stereo not given)	10	-1.2	1	0.9	-1	1	-1	-7	-4
O=C(NCC1CCCO1)c1ccc2c(=O)n(Cc3ccco3)c(SCC(=O)N3CCCC3)nc2c1 (stereo not given)	-9	0.8	2	1.1	-2	0.86	-1	-7	14
O=C(N1CCCCC1)C12CC3CC(C1)CC(C(=O)N1CCCCC1)(C3)C2	10	5.1	8	0.9	-2	0.92	-5	-10	8
CCN(CC)CCOC(=O)c1ccc([N+](=O)[O-])cc1	-14	1.1	-8	1.1	2	1.1	-1	-2	-15
CC(C)CC(=O)N(c1nnc(-c2cccnc2)s1)C1CCCC1	22	0.1	-3	0.78	-2	0.98	-4	-3	2
COc1ccc(C2/C=C\CN(S(=O)(=O)/C=C/c3ccccc3)[C@H](Cc3ccccc3)C(=O)N2Cc2ccc(F)cc2)cc1 (stereo not given in full)	12	nt	0	0.88	-4	0.94	1	-10	6
O=C(c1ccc2c(c1)C(=O)N(CCCO)C2=O)c1ccc2c(c1)C(=O)N(CCCO)C2=O	-3	-1.9	-6	1	-3	1.1	0	4	-8
CCCNC(=S)NNC(=O)c1cc(-c2cccnc2)nc2ccccc12	-62	-0.7	1	1.6	3	0.81	-5	-7	19
CCCC(C)NC(=O)COc1ccc(S(=O)(=O)c2ccc(OCC(=O)NC(C)CCC)cc2)cc1 (stereo not given)	15	-2.1	-6	0.85	0	1	-4	-8	-2
COC(=O)c1nc(NC(=O)c2ccc(Br)cc2)n[nH]1	1	77*	3	0.99	2	0.95	-6	-7	5
Cc1ccc(S(=O)(=O)N2CCOCC2)cc1C(=O)NCc1cccs1	-7	-1.4	0	1.1	-2	1.1	1	1	-5
Cc1ccc(C(=O)N2CCN(Cc3ccccc3)CC2)o1	-10	1.0	-10	1.1	5	0.91	-1	-3	9
COc1ccccc1N1CCN(C(=O)c2ccc(C(C)(C)C)cc2)CC1	2	-1.9	-2	0.98	-4	1	2	0	0
COc1ccc(CC2(CO)CCN(Cc3ccc(NC(C)=O)cc3)CC2)cc1	-23	-1.7	5	1.2	-4	1.1	-1	-8	-6
CC1(C(=O)O)CCC(C(=O)Nc2ccc(S(N)(=O)=O)cc2)C1(C)C (stereo not given)	-10	-3.7	-17	1.1	-1	0.95	-2	-3	4

Shown as a hit in MPTP inh, among the entries above:
| SMILES | hIAP inh | MPTP inh | ATG4B inh | hIAP act | mIAP activ | A3A deaminase | A3G deaminase | mIAP block |
| --- | --- | --- | --- | --- | --- | --- | --- | --- |
| COC(=O)c1nc(NC(=O)c2ccc(Br)cc2)n[nH]1 | 1 | 77* | 3 | 0.99 | 0.95 | -6 | -7 | 5 |

(next part)
SMILES	hIAP inh	MPTP inh	ATG4B inh	hIAP act	MIN6 prolif	mIAP activ	A3A deaminase	A3G deaminase	mIAP block
COC(=O)CSc1nc(C2CC2)cc(C(F)(F)F)c1C#N	-1	1.0	-14	1	-1	1.1	-2	-3	-6
Cc1cc(N/N=C/c2cccc(Br)c2)nc2ccccc12	-27	-1.7	-12	1.3	-3	0.97	-1	-2	3
COc1ccc(-c2nc(N)n[nH]2)cc1OC	-11	-2.1	-5	1.1	1	1	10	3	0
Cc1ccccc1C(=O)Oc1ccc(-c2csnn2)cc1	-2	1.6	3	1	12	1.1	-6	-4	-13
Cc1ccc(Cl)cc1N1CCN(CC(O)COC(C)C)CC1 (stereo not given)	4	0.9	-6	0.96	1	0.96	1	-2	4
CCCc1nc(SCC(=O)Nc2ccccc2)c2c(=O)n(C)c(=O)n(C)c2n1	9	-1.5	7	0.91	-1	0.98	1	0	2
COc1ccc(CNC(=O)C(C)OC(=O)CO/N=C(\C)c2ccc3c(c2)OCO3)cc1 (stereo not given)	-8	-0.1	4	1.1	-2	0.99	4	-2	1
Cc1noc(C)c1COC(=O)C1CCN(S(=O)(=O)c2c(Cl)cccc2Cl)CC1	3	-1.5	-2	0.97	5	0.93	-2	-8	7
COc1ccc(Br)cc1/C=N/N1C(=O)CSC1=S	-8	-0.9	4	1.1	0	0.81	-6	-3	19
CCCCCCCCCCOC(=O)C[N+](C)(C)CC1CCCCC1O (stereo not given)	6	-5.0	6	0.94	-1	0.88	-1	-3	12
NC(=O)C1CCN(c2ccc(S(=O)(=O)N3CCCCC3)cc2[N+](=O)[O-])CC1	4	-1.7	3	0.96	1	0.9	-2	-4	10
COc1ccccc1N(Cc1ccccc1)S(=O)(=O)c1cccc(C(=O)Nc2ccc(C(C)=O)cc2)c1	5	2.8	-8	0.95	-3	1	2	0	0
